Screening results: PubChem BioAssay, several laboratories
NOD2 inhibition: NOD2 signaling inhibitors, cell-based, luminescence, uHTS, HEK293 (AID 1566) | 290,000 tested, 0.63% active | inhibition, % at 4 µM, or EC50 in µM where a hit was titrated | HEK293 NOD2/NF-kB luciferase reporter, luminescence; higher % means a stronger effect; in the data active means inhibition above about 50%; further: many of its hits are not listed in these tables
MT stabilize HCS: microtubule stabilizers in HeLa cells, primary screen, imaging, high-content imaging. HeLa tubulin immunostaining HCS, 24 h; share of cells brighter than vehicle mean+2SD. % tubulin-high responders, % at 10 µM. 200,000 tested, 0.83% active. AID 2205, 2009;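 active means plate Z-score above 3 for both tubulin-high and condensed-nucleus cell shares, with cell loss under 80%, at 10 µM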;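 further: anti alpha tubulin signal scored within the nucleus-defined area of each cell; some results filed as inactive read as strong as hits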
WT yeast gro inh: growth inhibition of WT strain, primary screen, mitochondrial fusion inhibitor project, WT and mutant strains, chemical genetic. 190,000 tested, 2.1% active. inhibition, % at 10 µM. mitochondrial fusion phenotypic screen. AID 1362, 2008; in the data active means inhibition above about 58%; tested in S. cerevisiae
Hep lipid drop: inhibitors of hepatocyte lipid droplet formation, primary screen, imaging, high-throughput imaging, BODIPY stain. 240,000 tested, 0.4% active. AML12 mouse hepatocytes, oleate lipid droplets. inhibition, % at 6.5 µM;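 active means lipid droplet intensity inhibited by at least 50%, with more than 500 cells counted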
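Material – mouse AML12 hepatocyte cell line, fixed after treatment · Compound dosing – one dose, 6.5 µM compound · Times – compound with oleate, overnight · Measured by – Image-based BODIPY and DAPI two-channel analysis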
b-catenin transl: modulators of beta-catenin nuclear translocation, primary screen, imaging, HeLa cells, immunofluorescence, high-content | 190,000 tested, 0.3% active | nuclear translocation activity, % at 5 µM | AID 1665, 2009;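 active means nuclear translocation activity above 50% at 5 µM, with a well cell count of 50 or more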;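 further: per-cell ratio of nuclear to cytoplasmic median beta-catenin stain intensity; plate controls were DMSO negative control for no effect and GSK-3 inhibitor IX positive control for full effect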
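assay system = human HeLa cells, endogenous beta-catenin | times = compound treatment 24 h, 37°C, 5% CO2 | detection = Anti-beta-catenin immunofluorescence on PFA-fixed, Triton-permeabilized cells, DAPI nuclei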
Ins promoter up: insulin promoter activators in MIN6 cells, imaging, high-content screening, mouse beta cells; MIN6 insulin promoter-GFP reporter; stronger effect = higher value; z-score at 5 µM; 190,000 tested, 0.3% active;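 active means z-score above 3 at 5 µM with at least 500 cells counted in the well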
Autophagy mod: autophagy modulators in MEF cells, primary screen, imaging, high-content, MEF GFP-LC3; AID 463193, 2010; MEF GFP-LC3 puncta imaging; test concentration mostly 10 µM; calls only at 10 µM (by protocol); 190,000 tested, 0.98% active;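 active means percentage of spot-positive cells more than 3 SD above its plate mean, without a fluorescence outlier flag or 80% toxicity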;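 further: spot-positive cell cutoff set from DMSO-treated cells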
Dynein transport: inhibitors of GR-EGFP nuclear translocation, primary screen, dynein cargo transport inhibitor project, imaging, high-content, 3617.4 mouse cells | test concentration mostly 20 µM; stimulated with dexamethasone, 1 µM; stronger effect = lower value | z-score, hits read low | 220,000 tested, 0.47% active | AID 1381, 2008;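 active means plate z-score of nuclear minus cytoplasmic receptor signal below a set negative limit, without overly bright fluorescence or cell loss, cut at about -3.5 in these data, passing the limit was not always enough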;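 further: z-score of nuclear minus cytoplasmic ring GR-EGFP intensity difference per well; some compounds called inactive have numbers as strong as hits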
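Also added: dexamethasone, 1.0 µM final. Medium: tet-free, stripped-serum medium. Detection: fixed, Hoechst-stained cells imaged at 10x for EGFP. Read-out: nuclear-to-cytoplasmic GR-EGFP distribution per well. Times: induction 48 h, compound 1 h, agonist 30 min.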
Yfh1-off respiration: enhancers of respiration in Yfh1-depleted yeast, dose response, Friedreich's ataxia, plus single-dose screen (AID 1465) | S. cerevisiae Yfh1-off respiration, WST-1 reduction, 72 h; higher fold induction means a stronger effect | fold induction at 50 µM; hits with a dose series show EC50 in µM | 220,000 tested, 0.074% active;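 active means fold induction of absorbance versus untreated yeast above a set limit, then at least 30% activation at any dose in follow-up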;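 further: activators that raise dye reduction in frataxin-depleted yeast; strong numbers were not always called active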
WT yeast gro inh mutant strain: second read-out of WT yeast gro inh, no call of its own (marks repeat the call); inhibition, %; mitochondrial fusion phenotypic screen, mutant strain inhibition
Dynein transport cytoplasmic EGFP: also measured in Dynein transport; calls as there; z-score; measured here: cytoplasmic GR-EGFP intensity; stronger effect = higher value
Dynein transport nuclear GR-EGFP: recorded beside Dynein transport, whose call it bears; z-score; measured here: nuclear GR-EGFP intensity;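 lower value marks the stronger effect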
Dynein transport cell count: second read-out of Dynein transport, no call of its own (marks repeat the call); z-score; measured here: cell count per field
Ins promoter up cell count: further read-out of Ins promoter up, marked with its call; cell count; measured here: cytotoxicity, nuclei count;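 total cells summed across four imaged fields per well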
Hep lipid drop cells 6.5 µM: also measured in Hep lipid drop; calls as there; cell count; measured here: cell count, cytotoxicity flag;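 cells counted across two imaged fields per well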
b-catenin transl cell count 5 µM: second read-out of b-catenin transl, no call of its own (marks repeat the call); cell count; measured here: cell count, cytotoxicity flag
MT stabilize HCS Hoechst-high %: second read-out of MT stabilize HCS, no call of its own (marks repeat the call); % Hoechst-high responders; measured here: nuclear condensation Hoechst responders;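 share of cells brighter than vehicle mean plus two SD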
MT stabilize HCS cytotoxicity %: second read-out of MT stabilize HCS, no call of its own (marks repeat the call); toxicity, %; measured here: cytotoxicity by cell density;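 0% = mean cell density of plate MIN control wells and 100% = no cells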
Autophagy mod cell loss 18 h: recorded beside Autophagy mod, whose call it bears; toxicity, %; measured here: cell loss, nuclei count;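 cell loss after 18 h compound exposure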
Starred values were filed as active, the others as inactive; i = inactive; . = not tested or not shown. Only part of the results is shown; the hit share may differ from the screen's.

compound,NOD2 inhibition,MT stabilize HCS,MT stabilize HCS Hoechst-high %,MT stabilize HCS cytotoxicity %,WT yeast gro inh,WT yeast gro inh mutant strain,Hep lipid drop,Hep lipid drop cells 6.5 µM,b-catenin transl,b-catenin transl cell count 5 µM,Ins promoter up,Ins promoter up cell count,Autophagy mod,Autophagy mod cell loss 18 h,Dynein transport,Dynein transport cytoplasmic EGFP,Dynein transport nuclear GR-EGFP,Dynein transport cell count,Yfh1-off respiration
CCN(CC)CCOC(=O)c1ccc(NC(=O)/C=C/c2cccs2)cc1,5.2%,3.5,1.8,5.2,5.2,6.6,-4.5,534,.,.,-0.12,1338,i,-3.0,-0.15,-0.306,-0.528,0.326,i
CCCNS(=O)(=O)c1ccc(Oc2ncc(C(F)(F)F)cc2Cl)cc1,6.9%,1.5,2.2,7.3,4.3,-12.2,3.5,646,1.2,1039,0.98,1782,i,0.5,-0.673,-0.193,-0.604,0.368,i
COc1cc(C(=S)N2CCOCC2)cc(OC)c1OC(=O)c1cc([N+](=O)[O-])c(C)c([N+](=O)[O-])c1,9.9%,5.3,2.8,1.7,1.2,3.2,.,.,-2.2,992,0.23,1354,i,1.4,-0.0993,-0.194,0.296,-0.282,i
COc1cc(CNC(=O)OCC(C)C)cc(OC)c1OC,4.9%,2.4,1.8,3.4,11.3,-3.0,.,.,0.4,1128,-0.4,1090,i,17.7,-0.273,-0.221,0.227,-0.051,i
O=C(CCC(=O)N(CC(=O)NC1CCCC1)Cc1ccc2c(c1)OCO2)Nc1nccs1,3.5%,2.5,1.9,0.7,-6.6,8.3,30.3,705,-2.9,1108,-1.14,1180,i,-4.0,0.0964,-0.315,0.313,0.099,i
Cc1cc(C)cc(N2CC(C(=O)O)CC2=O)c1 (stereo not drawn),0.6%,3.2,1.9,2.6,-11.5,5.7,1.2,739,0.5,1126,-0.23,1320,i,-6.5,-0.213,0.226,-0.737,0.0577,i
O=C(O)[C@H]1CCC(=O)N1Cc1ccco1,7.6%,0.9,2.4,12.0,-3.6,11.0,9.3,726,-0.6,1169,-0.35,1768,i,3.2,-0.357,-0.202,-0.458,0.252,i
COC(=O)c1ccccc1S(=O)(=O)N(Cc1ccco1)Cc1cc2cc(OC)ccc2[nH]c1=O,-101.2%,2.9,1.8,5.4,5.3,9.1,8.2,791,-2.6,1169,0.32,1313,i,-17.9,-0.509,-0.196,-0.134,0.265,i
Cc1ccc(/C=C/C(=O)CCC(=O)O)cc1,-41.7%,1.8,1.3,6.3,-2.0,3.6,-1.3,713,-2.0,1061,0.62,1404,i,-36.5,0.405,-0.229,0.516,-0.611,i
CCn1c(CCNC(=O)c2ccc(Cl)c(Cl)c2)nnc1SCCOc1ccc(OC)cc1,14.2%,3.3,1.9,5.4,1.4,2.5,.,.,-0.3,1439,-0.24,1276,i,18.2,-0.0306,-0.123,0.512,0.714,i
Cc1ccc(NC(=O)CN2C(=O)S/C(=C/c3ccc(-c4cccc(C(=O)O)c4)o3)C2=O)cc1,-15.4%,2.7,1.8,5.0,-5.5,-7.0,-0.3,727,0.2,1573,-0.37,1434,i,-10.8,-0.991,-0.354,-0.915,0.863,i
COc1ccccc1N1CCN(C(=O)COc2cccc(C)c2C)CC1,25.7%,2.1,2.1,7.6,6.7,-19.8,4.0,677,3.7,948,-0.24,1610,i,1.3,0.0165,-0.342,0.0143,-0.544,i
O=[N+]([O-])c1ccc2nc(-c3ccccc3)[nH]c2c1,-78.9%,2.8,3.6,4.9,21.0,15.9,4.3,603,-1.8,885,-0.1,1362,i,-13.1,0.796,-0.225,0.249,-1.23,i
CC(C)(C)[C@H]1C=C(C(=O)NCc2nc3ccccc3[nH]2)O[C@@H](OCCCCO)C1,17.2%,2.5,1.4,3.7,5.7,7.4,0.6,678,-0.5,1065,-0.25,1365,i,-12.6,-0.258,-0.197,0.135,-0.791,i
Cc1[nH]c2c(C)cccc2c1CCNC(=O)C1CCCCC1C(=O)OCC(F)(F)F (stereo not drawn),16.4%,3.9,2.5,0.1,1.2,3.6,-27.9,492,0.0,1123,.,.,i,3.3,-0.0735,-0.246,0.00755,0.395,i
Cc1ccc(-c2nnc(SCc3nc(N)nc(Nc4ccccc4C)n3)n2N)cc1,10.0%,1.9,1.2,6.4,-1.9,-8.7,-11.9,773,1.1,1009,.,.,i,-1.2,0.218,-0.163,0.855,0.111,.
NS(=O)(=O)c1cccc(NC(=O)CSc2ccccn2)c1,-32.4%,2.6,1.0,3.6,18.2,24.7,7.0,772,1.9,1165,1.97,980,i,-7.5,0.0177,-0.237,0.685,1.15,i
C/C=C(\C)C(=O)Nc1cccc(C2=NOC3(C2)C[C@H](C(N)=O)N(C(=O)c2cc([N+](=O)[O-])cc([N+](=O)[O-])c2)C3)c1 (stereo partly drawn),23.8%,.,.,.,.,.,-26.1,697,0.9,1143,-0.42,988,.,.,-0.345,-0.828,-0.253,0.591,i
COc1cc(OC)cc(N2CC(C)(C)C2=O)c1,13.9%,2.5,2.4,6.8,-12.9,-8.3,-10.9,697,10.2,1013,-0.85,977,i,-1.7,-0.869,-0.132,-0.599,-0.805,i
Cc1c(-n2cc(C(=O)c3cc(Br)ccc3O)cc(C#N)c2=O)c(=O)n(-c2ccccc2)n1C,0.1%,1.8,0.7,12.5,2.2,-0.8,-11.7,896,-2.1,1156,-1.04,922,i,-0.7,-1.26,0.01,0.0577,1.15,i
Cc1nc(CNS(=O)(=O)c2ccc3ccccc3c2)cs1,-6.6%,4.4,1.6,7.2,2.4,-3.1,-8.4,653,-0.8,1075,0.06,1696,i,-10.3,0.959,0.0482,0.82,-1.4,i
O=C(CN(CC(=O)N1CCOCC1)S(=O)(=O)c1ccc(Br)s1)N1CCOCC1,.,2.8,1.1,9.8,-8.3,-4.7,.,.,.,.,.,.,i,-2.2,2.35,-0.0892,0.935,-1.94,.
O=C(CC1c2ccccc2Oc2ccccc21)Nc1ccccc1C(F)(F)F,-6.7%,4.3,1.3,1.2,8.8,-5.5,-36.6,603,-1.0,955,0.2,1398,i,5.7,1.27,-0.237,0.629,-0.865,i
O=C(Cc1c[nH]c2ccccc12)NCc1ccc(Cl)cc1,-3.0%,2.4,2.1,3.2,-17.2,-6.8,-21.5,608,.,.,0.27,1280,i,2.2,0.0347,-0.177,0.405,-1.06,i
CC(C)C[C@H](NC(=O)c1nc[nH]c1C(=O)NCc1ccccc1)C(=O)OC(C)(C)C,13.2%,1.1,1.2,5.1,36.2,5.8,-14.6,686,1.7,1068,-0.23,1507,i,-0.2,-0.565,-0.241,-0.0155,0.527,i
CCOC(=O)C1=C(CC)Nc2ccccc2N=C1NC(=O)c1cc(S(=O)(=O)N(C)C)ccc1Cl,-5.3%,2.2,0.9,3.0,-2.1,3.9,8.9,775,-1.2,1217,-0.65,901,i,-0.8,0.35,-0.138,0.554,0.00898,i
Cc1cc(C)nc(SCc2nnc(SCC(=O)Nc3ncc(C)s3)n2Cc2ccco2)n1,-3.4%,1.3,2.1,8.2,-12.9,3.7,-34.1,705,0.2,584,.,.,i,-7.7,-0.688,0.652,0.015,0.0577,i
CCOC(=O)c1c(C)[nH]c(C(=O)COC(=O)c2ccc(N3CCCC3=O)cc2)c1C,11.1%,7.8,6.8,0.8,6.0,-10.3,.,.,0.3,1125,1.45,907,i,-3.7,-0.00495,-0.3,0.141,-0.0947,i
CN(c1ccc(OCC(=O)OCC(=O)Nc2cccc([N+](=O)[O-])c2)cc1)S(=O)(=O)c1ccc(F)cc1,-0.1%,1.1,1.7,8.4,1.4,7.4,-7.5,767,0.1,1154,-0.06,1325,i,-29.1,-0.0852,-0.172,0.091,0.16,i
O=C1CC(c2cccc([N+](=O)[O-])c2)c2cc3c(cc2N1)CCC3 (stereo not drawn),28.3%,25.9*,20.1*,51.1*,25.2,-18.8,-13.3,633,0.2,1103,-1.18,1199,i,3.8,-0.175,-0.394,-0.449,0.228,i
COc1ccccc1-n1c(SCC(=O)NC2CCCC2)nc2cccnc21,6.7%,1.6,1.4,12.6,-9.6,0.1,.,.,-0.6,985,-0.01,1171,i,4.5,-0.355,-0.213,-0.0638,0.492,i
Cc1cc2ccccc2n1CCNC(=O)c1ccc(S(=O)(=O)N2CCCCC2)cc1,-0.8%,2.8,4.9,8.8,3.9,2.6,-20.3,579,-0.1,1049,1.59,1966,i,3.1,-0.402,-0.051,-0.103,0.571,i
CC(C)CNC(CC(=O)Nc1cccc([N+](=O)[O-])c1)C(=O)O (stereo not drawn),10.6%,5.9,1.2,2.0,-8.5,16.0,-12.6,659,1.4,1100,0.04,1291,i,0.9,-0.645,-0.237,-0.138,0.449,i
